Assay outcomes as filed in PubChem BioAssay.
PGK inhibitor = qHTS Assay to Find Inhibitors of Phosphoglycerate Kinase; PGK/GAPDH coupled, Kinase-Glo luminescence, 60 min; Potency, µM (top dose mostly 57.5 µM), for inactives: at the top dose activity change, negative = inhibition, actives largely listed as inhibitors; 380,000 compounds, 0.043% hits; note: potency is the fitted concentration of half-maximal effect; % is set by controls: 0 for no effect and ±100 for the full control effect; nearly all actives have a fitted effect of over 60% in size
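Recombinant glycosomal PGK reaction used 1,3-bisphosphoglycerate generated in-well by GAPDH (100nM final) in 100mM TEA pH 7.6, 5mM MgCl2, 0.01% Tween-20. After 60 minutes at room temperature, ATP was read by Kinase-Glo Plus luminescence end-point.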
BAZ2B inh = qHTS Assay for Inhibitors of BAZ2B; AlphaScreen BAZ2B-H3K14Ac peptide displacement; Potency, µM (titrated, usually from 114 µM), without a hit: at the top dose activity change, negative = inhibition, most hits filed as inhibitors; 360,000 compounds, 4.4% hits; note: potency is the fitted concentration of half-maximal effect; % is set by controls: 0 for no effect and ±100 for the full control effect; nearly all actives have a fitted effect of over 60% in size
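In this displacement format the biotinylated H3(5-23) peptide acetylated at Lys14 serves as ligand at 50 nM, with BAZ2B at 50 nM in PBS pH 7.4 containing 0.01% Tween-20. Donor and acceptor beads are 10 ug/mL final.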
POLH inh = qHTS for Inhibitors of Polymerase Eta. recombinant Pol eta, fluorescent DNA replication assay. Potency, µM (top dose mostly 114 µM), without a hit: at the top dose activity change, negative = inhibition, most hits filed as inhibitors. 390,000 compounds, 1.2% hits. AID 588591, 2011; note: potency is the fitted concentration of half-maximal effect; % is set by controls: 0 for no effect and ±100 for the full control effect
Target sequence (Q9Y253 whole entry, looked up): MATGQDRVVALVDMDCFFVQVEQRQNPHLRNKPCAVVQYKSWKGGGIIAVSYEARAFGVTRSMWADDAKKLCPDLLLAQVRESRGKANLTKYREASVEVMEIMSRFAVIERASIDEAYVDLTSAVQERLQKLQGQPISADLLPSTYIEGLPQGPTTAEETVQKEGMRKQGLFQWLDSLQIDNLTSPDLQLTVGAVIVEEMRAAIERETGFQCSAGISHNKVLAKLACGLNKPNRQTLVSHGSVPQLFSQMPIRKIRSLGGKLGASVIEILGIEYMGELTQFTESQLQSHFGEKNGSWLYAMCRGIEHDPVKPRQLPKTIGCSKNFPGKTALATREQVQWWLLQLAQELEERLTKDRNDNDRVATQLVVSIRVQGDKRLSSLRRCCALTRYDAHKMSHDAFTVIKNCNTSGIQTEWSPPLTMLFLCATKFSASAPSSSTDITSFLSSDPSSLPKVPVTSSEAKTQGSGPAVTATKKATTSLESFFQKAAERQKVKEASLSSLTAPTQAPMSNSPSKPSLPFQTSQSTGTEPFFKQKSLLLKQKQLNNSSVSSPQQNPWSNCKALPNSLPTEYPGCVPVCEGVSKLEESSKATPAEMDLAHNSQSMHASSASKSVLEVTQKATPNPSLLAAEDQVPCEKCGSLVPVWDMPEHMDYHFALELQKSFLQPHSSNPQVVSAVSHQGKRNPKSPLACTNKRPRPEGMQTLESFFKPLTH
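Pol eta at 10 nM preincubated with compounds 15 min at room temperature; reaction started with fluorescent substrate (50 nM final) and read kinetically at 0 and 10 min.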
G9a inh = qHTS Assay for Inhibitors of Histone Lysine Methyltransferase G9a; Potency, µM (series often up to 102 µM), for inactives: top-dose activity, negative = inhibition, actives largely listed as inhibitors; G9a H3K9 monomethylation, AlphaScreen, 2 h; AID 504332, 2011; Histone-lysine N-methyltransferase EHMT2 (Homo sapiens), Q96KQ7; 350,000 compounds, 8.8% hits; note: potency is the fitted concentration of half-maximal effect; % is set by controls: 0 for no effect and ±100 for the full control effect; nearly all actives have a fitted effect of over 75% in size
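AlphaScreen detection with an anti-monomethyl H3K9 antibody quantified product after a 2 h room-temperature reaction containing 500 nM biotinylated H3K9 peptide, 20 µM SAM and 20 nM enzyme, which had been preincubated 15 min with compound.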
HP1b chromo inh = HTS for Inhibitors of HP1-beta Chromodomain Interactions with Methylated Histone Tails; Chromobox protein homolog 1 (Homo sapiens), P83916; AlphaScreen HP1-beta / biotin-H3K9me3 peptide binding; Potency, µM (highest dose often 114 µM), without a hit: top-dose activity change, negative = inhibition, hits mostly inhibitors; 390,000 compounds, 0.56% hits; AID 540317, 2011; note: potency is the fitted concentration of half-maximal effect; nearly all actives have a fitted effect of over 70% in size; inactives centre near 23
Target sequence (P83916 whole entry, looked up): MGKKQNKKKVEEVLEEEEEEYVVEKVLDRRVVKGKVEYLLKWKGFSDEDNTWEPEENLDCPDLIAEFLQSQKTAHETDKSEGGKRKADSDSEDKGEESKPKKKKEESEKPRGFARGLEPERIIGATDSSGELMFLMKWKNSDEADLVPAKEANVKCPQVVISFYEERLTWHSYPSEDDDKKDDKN
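Compound inhibition of the preformed complex between 50 nM HP1-beta and 50 nM biotinylated H3K9me3 peptide was read by AlphaScreen. Buffer was PBS pH 7.4 with 0.01% Tween-20. Incubations ran 30 min at room temperature, with 10 ug/mL donor/acceptor beads.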
PI4K2A block = qHTS for small molecular inhibitors of PI4K2A. purified PI4K2A, ADP-Glo luminescence, 1 h; active compounds read low. activity change, negative = inhibition, % at 76.9 µM. 420,000 compounds, 0.13% hits. AID 1346378, 2018; in the data active = activity change below about -50%; inconclusive = mostly about -30% to -49%;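 note: -100% = wells without enzyme as full effect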
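PI4K2A activity was measured by ADP-Glo luminescence: enzyme (4 ug/mL stock) and phosphatidylinositol (1.2 mM stock) in Tris pH 7.5/MgCl2/EGTA/Triton X-100 buffer were reacted with ATP (300 microM stock) for one hour at ambient temperature.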
GLS inhibitor = qHTS for Inhibitors of Glutaminase (GLS); Glutaminase kidney isoform, mitochondrial (Homo sapiens), O94925; GLS enzymatic activity, qHTS titration; Potency, µM (series often up to 45.5 µM), without a hit: top-dose activity change, negative = inhibition, hits mostly inhibitors; 410,000 compounds, 0.21% hits; AID 624170, 2012; note: potency is the fitted concentration of half-maximal effect; % is set by controls: 0 for no effect and ±100 for the full control effect
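Two-point fluorescence kinetic (t0, 30 min RT) for hKGA; glutamate detected via glutamate oxidase–HRP–Amplex Red. Substrate: 1 mM L-glutamine solution; buffer 45 mM KH2PO4, pH 8.2.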
Pin1 inhibitor = qHTS Assay to Find Inhibitors of Pin1 | Peptidyl-prolyl cis-trans isomerase NIMA-interacting 1 (Homo sapiens), Q13526 | Pin1 FP peptide displacement, HiFluor488, 10 min | Potency, µM (top dose mostly 115 µM), for the others: top-dose activity, negative = inhibition, most hits filed as inhibitors | 390,000 compounds, 0.009% hits | AID 504891, 2011; active = well fitted inhibition curve with a large enough effect in the polarisation, with a control signal flat, not every such curve was filed as active; inconclusive = small, poorly fitted or top-dose-only effect, or effect the other way, or a change in a side signal; inactive = no such curve, though single readings can be large or run the other way; the % refers to the polarisation; note: potency is the fitted concentration of half-maximal effect; % is set by controls: 0 for no effect and ±100 for the full control effect
Target sequence (Q13526 whole entry, looked up): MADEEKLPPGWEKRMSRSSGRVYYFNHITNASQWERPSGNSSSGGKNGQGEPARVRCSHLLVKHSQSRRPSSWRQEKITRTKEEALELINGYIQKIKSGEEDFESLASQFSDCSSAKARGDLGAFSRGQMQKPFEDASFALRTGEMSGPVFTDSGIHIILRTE
JMJD2A Tudor = qHTS Assay for Inhibitors of JMJD2A-Tudor Domain; Lysine-specific demethylase 4A (Homo sapiens), O75164; AlphaScreen JMJD2A-Tudor / H3K4me3 peptide binding; Potency, µM (series often up to 114 µM), without a hit: top-dose activity change, negative = inhibition, most hits filed as inhibitors; 390,000 compounds, 4.4% hits; AID 504339, 2011; note: potency is the fitted concentration of half-maximal effect; % is set by controls: 0 for no effect and ±100 for the full control effect; nearly all actives have a fitted effect of over 50% in size
* marks the source's active call; other numbers are inactive results; i = inactive; ? = inconclusive; / = not tested or not shown; [ ] = dose if it differs, or a comment. Unless noted, calls come from the whole dose curve; as a rule, active = well fitted curve in the direction sought with a large enough effect; inconclusive = small, poorly fitted or top-dose-only effect, or another doubt; inactive = no such curve, though single readings can be large; an effect the other way counts as inactive or inconclusive.

The line under a structure holds: PGK inhibitor	BAZ2B inh	POLH inh	G9a inh	HP1b chromo inh	PI4K2A block	GLS inhibitor	Pin1 inhibitor	JMJD2A Tudor
> COCCNC(=O)CCCC(=O)NCCOC
    i	8%	-9%	20%[59 µM]	51%[activator]	1	7%	0%	25µM*
> N/C(Cn1cncn1)=N\OC(=O)c1ccc(Cl)cc1
    i	-7%	-15%	?	25%	2	-21%	3%	-4%
> CCOC(=O)C(C(=O)OCC)C1OC(=O)c2cc3c(cc21)C(=O)OC3C(C(=O)OCC)C(=O)OCC (centres undefined)
    9%	-26%	-16%	?	10%	-9	0%	1%	2%[11.4 µM]
> CN1C=C/C(=C\c2cc[n+](C)c3ccccc23)c2ccccc21
    -12%	?	-30%	?	-26%	-21	-8%	-3%	?
> O=C(NC(c1ccccc1)c1ccccc1)c1cccc(S(=O)(=O)NCc2ccccc2)c1
    -5%	-7%	-15%	-4%[59 µM]	12%	-1	2%	4%	-3%
> S=c1[nH]c(-c2ccccc2)cn1/N=C/c1ccc(Br)cc1
    -8%	-12%	-11%	13µM*	33%	-5	165%[activator]	15%	6%
> COc1ccc(S(=O)(=O)N2CCC(C(=O)N[C@@H](C)C(=O)N3CCCCCC3)CC2)cc1
    i	-24%	-3%	20%	39%	2	-8%	-13%	-3%
> Cc1ccc(CN2CCN(C3CCN(C(=O)Nc4ccccc4C(F)(F)F)CC3)C(=O)C2=O)cc1
    3%	-2%	-1%	-2%[59 µM]	22%	0	18%	5%	-7%
> CC(C)CSc1nc2ccccc2[nH]1
    -8%	-3%	-18%	-32%	35%[activator]	2	1%	9%	-12%
> CC(=O)c1cccc(NC(=O)CC(C)n2ccnc2)c1 (centres undefined)
    i	4%	-2%	10%	13%	0	9%	0%	-11%
> CCN(CC)CCNS(=O)(=O)c1ccc(C(=O)NN)cc1
    -9%	/	-18%	2%	8%	-5	8%	3%	-18%
> CCS(=O)(=O)c1nc(S(=O)(=O)c2ccc(C)cc2)c(NCCCN2CCCC2=O)s1
    2%	-5%	1%	5%[59 µM]	64%[activator]	7	3%	1%	-4%
> CC(=O)N1CCC(Nc2ccc(C)cc2)CC1
    i	3%	-5%	?	11%	4	12%	-5%	-20%
> COc1ccc(C2CC(C)(c3ccc(OC)cc3OC)Nc3ccccc3N2)c(OC)c1 (centres undefined)
    -5%	-16%	4%	-5%	54%[activator]	4	0%	1%	-1%
> O=C(O)c1cn(C2CC2)c2cc(N3CCN(S(=O)(=O)c4ccc5c(c4)OCCO5)CC3)c(F)cc2c1=O
    0%	50µM*	79µM*	5%[12.7 µM]	-19%	22	12%	18%	?

JMJD2A Tudor: what is marked active above
The line under a structure holds: PGK inhibitor	BAZ2B inh	POLH inh	G9a inh	HP1b chromo inh	PI4K2A block	GLS inhibitor	Pin1 inhibitor	JMJD2A Tudor
> COCCNC(=O)CCCC(=O)NCCOC
    i	8%	-9%	20%[59 µM]	51%[activator]	1	7%	0%	25µM*

(further entries)
The line under a structure holds: PGK inhibitor	BAZ2B inh	POLH inh	G9a inh	HP1b chromo inh	PI4K2A block	GLS inhibitor	Pin1 inhibitor	JMJD2A Tudor
> CN(CC(=O)Oc1ccc(-c2nnco2)cc1)S(=O)(=O)c1ccc(F)cc1
    -9%	2%	-16%	6%[0.501 µM]	22%	25	2%	-3%	-16%
> CN(c1ccccc1)S(=O)(=O)c1ccc(NC(=O)CC(=O)c2ccccc2)cc1
    -2%	/	-22%	/	10%	3	8%	18%	-28%
> COc1cc(NS(=O)(=O)c2ccc(NC(=S)NC(=O)c3ccc(F)cc3)cc2)nc(OC)n1
    2%	-19%	8%	-16%	-15%	4	-2%	5%	-26%
> COc1cc(NC(=O)c2ccc(C)cc2)c(OC)cc1NC(=O)CN1CCOCC1
    3%	0%	-1%	10%	9%	1	13%	6%	-19%
> Cc1ccc(Cl)cc1NC(=O)c1cc2c(=O)n3cccc(C)c3nc2n1C
    -3%	3%	-27%	9%[59 µM]	47%[activator]	-5	-1%	-7%	3%
> COc1ccc(NC(=O)CC2Oc3ccc(C)cc3NC2=O)cc1Cl (centres undefined)
    4%	-28%	-2%	-14%[59 µM]	10%	-5	-8%	4%	-7%
> Cc1ccc(CCNC(=O)c2ccc(CSCc3ccccc3C)o2)cc1
    -5%	33%	-23%	16%[59 µM]	57%[activator]	0	5%	16%	-23%
> CSc1cccc(NC(=O)Cn2c3ncccc3c(=O)n2-c2ccc(C)cc2)c1
    -7%	15%	-13%	59%[activator][59 µM]	60%[activator]	-1	1%	11%	37%[activator]
> Cc1ccc(S(=O)(=O)N2CCC(C(=O)NC3CC(C)(C)NC(C)(C)C3)CC2)cc1
    i	-6%	-13%	?	24%[57 µM]	2	0%	1%	8%
> O=C(CSCC(=O)OCn1nnc2ccccc2c1=O)Nc1ccc(Cl)cc1
    -1%	-22%	-16%	45µM*	25%	1	-1%	8%	1%
> C/C(CCC(C)C)=N\NC(=S)NCc1ccccc1
    -3%	?	-24%	45µM*	-10%	6	11%	-4%	56µM*
> CN(C)N=Nc1nc2c([nH]1)c(=O)n(C)c(=O)n2C
    -2%	-11%	-22%	-51%	41%[activator]	-1	-10%	1%	-4%
> CC(C#Cc1ccc2c(c1)COc1c3ccccc3nn1-2)OC(C)(C)C (centres undefined)
    -2%	9%	-10%	9%[2.33 µM]	34%	6	-11%	-5%	-7%
> Cc1cc(Cl)ccc1N(CC(=O)NCc1ccccc1)S(C)(=O)=O
    7%	-29%	-4%	14%	62%[activator]	-2	-2%	1%	-1%
> CCCCn1nnc(NC(=O)c2cc3ccccc3o2)n1
    -2%	-7%	-7%	2%[12.7 µM]	24%	-3	-3%	4%	-13%
> COc1ccc(S(=O)(=O)N2CCOCC2)cc1NC(=O)c1cccc(Cl)c1
    -7%	7%	-14%	/	35%	7	-11%	-4%	5%
> CCN1CCN(C(=O)CCc2nnc(CCc3ccccc3OC)o2)[C@@H](C)C1=O
    2%	-1%	-25%	19%	38%	-4	5%	21%	6%
> COc1ccc(CCNC(=S)NC(=O)c2c(-c3ccccc3Cl)noc2C)cc1OC
    -5%	-27%	-10%	1%	17%	-4	1%	7%	-28%
> COc1ccc(C2NC(=O)NC(O)(C(F)(F)F)C2C(=O)c2ccc(C)cc2)cc1 (centres undefined)
    6%	-2%	-4%	18%	22%	0	?	5%	-15%
> Cc1ccccc1NC(=O)CSc1nc(=O)n(CCN2CCOCC2)c2c1CCCC2
    5%	-4%	-20%	5%[0.501 µM]	22%	3	-6%	-1%	6%
> O=[N+]([O-])c1ccc(NN=Cc2cccc3ccccc23)nc1
    -7%	/	-5%	/	2%	-1	-17%	?	-15%
> O=C(c1ccc(-c2nc3ccccc3s2)o1)N1CCN(c2ccccc2O)CC1
    -3%	?	-8%	?	-9%	-1	-8%	4%	?
> CCOC(=O)c1c(-c2ccc(C)cc2)csc1NC(=S)NC(=O)c1ccccc1
    -5%	-29%	-9%	-12%[59 µM]	3%	-1	15%	1%	?
> COc1cc(OC)c2c(C)cc(=O)oc2c1
    1%	6%	-6%	5%	16%	9	8%	11%	-7%
> CC(=O)Nc1cccc(NC(=O)CSc2nn3c(=O)c(C)nnc3s2)c1
    -7%	8%	-1%	34%[12.7 µM]	57%[activator]	0	4%	-3%	?
> COc1cccc(C(=O)O/N=C(\C)c2cnccn2)c1
    -14%	2%	0%	8%	30%	-13	13%	-2%	-8%
> Cc1ccc2nc(N(Cc3cccnc3)C(=O)CCOc3ccccc3)sc2c1
    i	-1%	-8%	-1%[59 µM]	36%	0	-3%	6%	-33%
> Fc1cccc(CSc2nnc3c(n2)[nH]c2ccccc23)c1
    -1%	-10%	-5%	24%[59 µM]	36%	-3	-7%	10%	-14%
> COc1cccc2oc3cc(C#CC4(O)CCCCC4)ccc3c(=O)c12
    5%	-12%	-18%	/	36%	-1	-1%	?	-27%
> COC(=O)C(Cc1cnc[nH]1)NC(=O)C1CCC(=O)N1 (centres undefined)
    i	-2%	1%	-35%[59 µM]	10%	5	0%	-2%	-25%

Part of the list above in order of number of heavy atoms, low to high:
The line under a structure holds: PGK inhibitor	BAZ2B inh	POLH inh	G9a inh	HP1b chromo inh	PI4K2A block	GLS inhibitor	Pin1 inhibitor	JMJD2A Tudor
> COc1cccc(C(=O)O/N=C(\C)c2cnccn2)c1
    -14%	2%	0%	8%	30%	-13	13%	-2%	-8%
> CC(=O)Nc1cccc(NC(=O)CSc2nn3c(=O)c(C)nnc3s2)c1
    -7%	8%	-1%	34%[12.7 µM]	57%[activator]	0	4%	-3%	?
> COc1ccc(S(=O)(=O)N2CCOCC2)cc1NC(=O)c1cccc(Cl)c1
    -7%	7%	-14%	/	35%	7	-11%	-4%	5%
> CCOC(=O)c1c(-c2ccc(C)cc2)csc1NC(=S)NC(=O)c1ccccc1
    -5%	-29%	-9%	-12%[59 µM]	3%	-1	15%	1%	?

An excerpt; rates above refer to the full screens.
